Compound activity: PubChem BioAssay, National Center for Advancing Translational Sciences (NCATS)
TRHR PAM = TRH receptor (human) allosteric enhancement; TRHR cells, fluo-8 calcium fluorescence, EC20 TRH enhancement; enhancement, % at 2 µM; 360,000 tested, 0.66% active; AID 493056; in the data active means enhancement above about 30%; further: 0% is about no effect
Target sequence (P34981 whole entry, looked up): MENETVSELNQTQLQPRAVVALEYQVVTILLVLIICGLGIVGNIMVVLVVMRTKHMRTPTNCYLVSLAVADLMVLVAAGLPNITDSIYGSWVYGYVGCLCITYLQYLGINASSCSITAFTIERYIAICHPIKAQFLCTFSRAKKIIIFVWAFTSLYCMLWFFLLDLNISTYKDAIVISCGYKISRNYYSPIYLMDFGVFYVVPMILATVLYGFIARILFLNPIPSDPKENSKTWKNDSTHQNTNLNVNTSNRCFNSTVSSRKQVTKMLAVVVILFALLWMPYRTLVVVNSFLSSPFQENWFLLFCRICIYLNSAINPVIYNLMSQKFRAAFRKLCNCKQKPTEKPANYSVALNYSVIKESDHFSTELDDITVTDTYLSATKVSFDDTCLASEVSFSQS
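Enhancer read-out: after compound pinning and an initial kinetic agonist-mode read, an EC20 of TRH (10 nM final) was injected and fluo-8 calcium signal (Ex 480/Em 530) followed at 1 s/cycle for 100 cycles in TRHR-expressing cells.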
RXFP1 ag = RXFP1 (human) receptor agonism; Q9HBX9; HEK293T-RXFP1 cAMP TR-FRET, 30 min; response scale: percent of porcine relaxin response, buffer zero; Potency, µM (series often up to 57.5 µM), for the others: top-dose activation, most hits filed as activators; 370,000 tested, 0.3% active; further: potency means the concentration at half of the fitted maximal effect; on the % scale 0 is the no-effect control and ±100 the full control effect; nearly all actives have a fitted effect of over 60% in size; many of its hits are not listed in these tables
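cAMP rise read by TR-FRET after 30 min, 37C compound exposure (up to 58 uM) in RXFP1-transfected HEK293 cells with Ro 20174 present. EC50 from Hill-equation fits, with 29 nM porcine relaxin as 100% and buffer as basal.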
D1 antagonist = human D1 dopamine receptor antagonism; P21728; HEK293 TREx D1 cells, calcium flux, dopamine EC80; hits give low values; activity change, negative = inhibition, % at 10 µM; 360,000 tested, 3.2% active; in the data active means activity change below about -30%; further: on the % scale 0 is the no-effect control and ±100 the full control effect
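Cells carrying a force-coupled, tetracycline-inducible human D1 receptor report calcium flux. Each well gets a 10 s baseline, compound with 180 s monitoring, then an EC80 dopamine stimulus with a second 180 s kinetic read.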
D1 agonist = activates the human D1 dopamine receptor; AID 504660; HEK293 T-REx D1 cells, calcium flux, agonist mode; 360,000 tested, 1% active; activation, % at 2 µM; in the data active means activation above about 30%; further: 0% is about no effect
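Agonism was scored from calcium flux recorded over 180 s (1 read/s) after pintool compound addition, following a 10-cycle baseline. Cells were inducible force-coupled HEK293 TREx D1, plated overnight at 30 C and loaded with no-wash calcium dye.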
TRHR ag = TRH receptor (human) agonism | P34981 | TRHR cells, calcium flux fluo-8, FDSS agonist mode | activation, % at 2 µM | 360,000 tested, 0.18% active | AID 493084; in the data active means activation above about 30%; further: 0% is about no effect
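In this calcium-flux screen, cells bearing human TRHR are dye-loaded with fluo-8, baselined for 10 cycles, then exposed to library compounds; positive kinetic calcium responses during the agonist phase mark hits, with TRH as control.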
Apoferritin bind = binds horse apoferritin like a general anesthetic. Potency, µM (highest dose often 77.5 µM), for the others: top-dose activity change, negative = displacement, actives largely listed as inhibitors. 350,000 tested, 0.074% active. apoferritin/1-aminoanthracene competitive binding, fluorescence. AID 485281; further: potency means the concentration at half of the fitted maximal effect; on the % scale 0 is the no-effect control and ±100 the full control effect; nearly all actives have a fitted effect of over 20% in size
Target sequence (P02791 2-175 limits assumed): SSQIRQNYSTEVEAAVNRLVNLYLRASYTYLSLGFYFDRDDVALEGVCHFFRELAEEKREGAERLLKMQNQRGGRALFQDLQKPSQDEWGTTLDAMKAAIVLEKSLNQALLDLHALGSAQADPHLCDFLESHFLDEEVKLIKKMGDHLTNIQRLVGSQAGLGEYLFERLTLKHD
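Read-out: endpoint 1-AMA fluorescence, excitation 380 nm and emission 535 nm, after compounds sit 10 min at room temperature with 10 uM horse-spleen apoferritin in 50% saturated 1-AMA/PBS. Values come from four-parameter Hill fits.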
RXFP1 antagonist = RXFP1 (human) relaxin receptor antagonism | activity change, negative = inhibition, % at 57.5 µM | Q9HBX9 | HEK293-RXFP1, relaxin-stimulated cAMP HTRF, 30 min; hits give low values | AID 1259400 | 350,000 tested, 0.59% active;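 active means activity change of -60% or lower, but not beyond a set lower limit; inconclusive means change between -60% and -40%, or beyond the set limit; inactive means change above -40%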; further: on the % scale 0 is the no-effect control and ±100 the full control effect
D1 PAM = human D1 dopamine receptor positive modulation; P21728; HEK293 TREx D1 cells, calcium flux, dopamine EC20 potentiation; potentiation, % at 10 µM; 360,000 tested, 0.036% active; AID 504651; in the data active means potentiation above about 30%; further: 0% is about no effect
D2 PAM = positively modulates the human D2 dopamine receptor allosterically; AID 485347; 340,000 tested, 0.34% active; P14416; potentiation, % at 10 µM; HEK293 T-REx D2, calcium flux, EC20 dopamine potentiation;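 active means potentiation over 3 SD above the plate norm, cut at about 30% in these data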; further: 0% is about no effect
Target sequence (P14416 whole entry, looked up): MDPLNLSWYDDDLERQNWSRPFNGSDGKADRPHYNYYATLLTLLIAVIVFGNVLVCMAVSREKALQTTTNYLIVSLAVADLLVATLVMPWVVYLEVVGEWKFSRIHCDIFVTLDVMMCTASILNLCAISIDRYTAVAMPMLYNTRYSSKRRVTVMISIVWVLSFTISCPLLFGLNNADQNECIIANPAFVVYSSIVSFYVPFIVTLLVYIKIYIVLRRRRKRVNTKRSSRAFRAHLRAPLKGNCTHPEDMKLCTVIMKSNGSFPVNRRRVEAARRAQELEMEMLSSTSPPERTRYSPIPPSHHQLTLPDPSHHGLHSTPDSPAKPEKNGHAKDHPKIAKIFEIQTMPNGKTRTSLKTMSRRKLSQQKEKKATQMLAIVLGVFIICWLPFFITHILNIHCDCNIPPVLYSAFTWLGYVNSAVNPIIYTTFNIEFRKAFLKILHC
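Potentiation of an EC20 dopamine calcium response measured kinetically over 180 s, after a preceding 180 s compound-only read flagging agonists. Cells: inducible Hek293 Trex D2 line, 4000/well, cultured overnight at 30 C before dye loading.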
* marks the source's active call; other numbers are inactive results; [ ] = remark or other dose. Unless noted, the call rests on the fitted dose curve; in most records, active means well fitted curve in the direction sought with a large enough effect; inconclusive means small, poorly fitted or top-dose-only effect, or another doubt; inactive means no such curve, though single readings can be large; an effect the other way counts as inactive or inconclusive. The list is partial, so the mix of outcomes need not match the whole.

CN1CCN(Cc2ccccc2Sc2ccccc2)CC1 was read as TRHR PAM 10, RXFP1 ag -4.3%, D1 antagonist 2, D1 agonist 53*, TRHR ag -0.5, Apoferritin bind -7%, D1 PAM -6 and D2 PAM 14.
`CCN(CC)P(=S)(c1c(C)nc2ccccn12)c1c(C)nc2ccccn12` gave TRHR PAM -3, RXFP1 ag 1.8%, D1 antagonist -2, D1 agonist 2, TRHR ag -0.1, Apoferritin bind -1%, RXFP1 antagonist 2, D1 PAM -1 and D2 PAM 9.
C=CCOc1ccc(CC2C(=O)N(C)C(=O)N(C)C2=O)cc1 was read as TRHR PAM 11, RXFP1 ag 0.0%, D1 antagonist 25, D1 agonist 1, TRHR ag 0.0, Apoferritin bind -12%, RXFP1 antagonist -13, D1 PAM 10 and D2 PAM -5.
For CCCCn1c(O)c(C(C)=NCCN2CCOCC2)c(=O)[nH]c1=O the results were TRHR PAM -2, RXFP1 ag 3.5%, D1 agonist -2, TRHR ag 0.0, Apoferritin bind -11%, RXFP1 antagonist -19, D1 PAM 1 and D2 PAM 0.
`COc1ccc(-n2c(SC)nc3ccccc3c2=O)cc1` gave TRHR PAM -4, RXFP1 ag 3.8%, D1 antagonist -4, D1 agonist 5, TRHR ag -0.3, Apoferritin bind -18%, RXFP1 antagonist -18, D1 PAM -3 and D2 PAM 8.
For CCC(=NCCCN1CCOCC1)c1c(O)n(Cc2ccccc2)c(=O)[nH]c1=O the results were TRHR PAM 2, RXFP1 ag -0.2%, D1 antagonist -2, D1 agonist 1, TRHR ag -0.1, Apoferritin bind -6%, RXFP1 antagonist -5, D1 PAM -6 and D2 PAM 2.
CC(CCc1ccccc1)NCCC#N (stereo unspecified) was read as TRHR PAM 4, RXFP1 ag -1.9%, D1 antagonist -1, D1 agonist 0, TRHR ag 0.1, Apoferritin bind 3%, RXFP1 antagonist -10, D1 PAM -6 and D2 PAM -26.
For CN(C)S(=O)(=O)c1cc(NC(=O)COC(=O)Cc2ccccc2)ccc1Cl the results were TRHR PAM -1, RXFP1 ag 0.5%, D1 antagonist -11, D1 agonist 12, TRHR ag -0.1, Apoferritin bind -6%, RXFP1 antagonist 6, D1 PAM -1 and D2 PAM -2.
For C#CC[N+]1(C)[C@@H]2CC[C@H]1CC(OC(=O)C(CO)c1ccccc1)C2 (stereo partly specified) the results were TRHR PAM 8, RXFP1 ag -1.2%, D1 antagonist -1, D1 agonist 0, TRHR ag 0.9, Apoferritin bind -1%, RXFP1 antagonist 5, D1 PAM -1 and D2 PAM -4.
For CC(=O)Nc1ccccc1C(=O)OCC(=O)Nc1ncccn1 the results were TRHR PAM -2, RXFP1 ag 1.0%, D1 antagonist 6, D1 agonist 1, TRHR ag 0.3, Apoferritin bind 0%, RXFP1 antagonist -4, D1 PAM -5 and D2 PAM -3.
O=C(COc1ccc(Cl)cc1Cl)Nc1ccc(CN2CCCCC2)cc1 was read as TRHR PAM -1, RXFP1 ag 0.8%, D1 antagonist 3, D1 agonist 23, TRHR ag 1.4, Apoferritin bind inconclusive, RXFP1 antagonist -34, D1 PAM -9 and D2 PAM -17.
Screening COC(=O)C1=C(c2ccc(F)cc2F)C[C@@H]2CC[C@H]1N2C(=O)N1CCOCC1 returned TRHR PAM -2, RXFP1 ag 1.2%, D1 antagonist -3, D1 agonist 0, TRHR ag -0.1, D1 PAM -4 and D2 PAM -2.
O=c1[nH]c(=O)n(Cc2ccccc2)c(O)c1/C=N/NCCO was read as TRHR PAM -3, RXFP1 ag 1.9%, D1 antagonist -13, D1 agonist 0, TRHR ag 0.5, Apoferritin bind 1%, RXFP1 antagonist -9, D1 PAM 3 and D2 PAM 11.
Screening CC(=O)N1CN2CN(C1)CN(C(C)=O)C2 returned TRHR PAM 2, RXFP1 ag -1.9%, D1 antagonist 11, D1 agonist 3, TRHR ag 1.2, Apoferritin bind 2%, RXFP1 antagonist 7, D1 PAM -1 and D2 PAM 34*.
Cn1c(O)c(C=NCCc2c[nH]c3ccccc23)c(=O)n(C)c1=O was read as TRHR PAM 2, RXFP1 ag 3.9%, D1 antagonist -16, D1 agonist 0, TRHR ag -0.7, Apoferritin bind -3%, RXFP1 antagonist -1, D1 PAM -6 and D2 PAM 9.
For CC(=O)NC(Cc1ccc(N(CCCl)CCCl)cc1)C(=O)NCC(=O)NCC(=O)O (stereo unspecified) the results were TRHR PAM -2, RXFP1 ag 0.1%, D1 antagonist 0, D1 agonist 3, TRHR ag -0.2, Apoferritin bind 0%, RXFP1 antagonist -18, D1 PAM -5 and D2 PAM 2.
`Cc1ccc(/C=C2\C(=O)NC(=S)N(c3cccc(F)c3)C2=O)o1` gave TRHR PAM 2, RXFP1 ag 0.0%, D1 antagonist -19, D1 agonist 13, TRHR ag 4.0, Apoferritin bind -9%, RXFP1 antagonist -7, D1 PAM -7 and D2 PAM 14.
For c1ccc(-n2ccnc2)cc1 the results were TRHR PAM -8, RXFP1 ag -0.9%, D1 antagonist -3, D1 agonist 1, TRHR ag -0.2, Apoferritin bind -5%, D1 PAM -1 and D2 PAM -5.
`O=c1[nH]c(=O)n(CCc2ccc(F)cc2)c(O)c1C=NCCCn1ccnc1` gave TRHR PAM 4, RXFP1 ag 0.1%, D1 antagonist 9, D1 agonist 0, TRHR ag 0.9, Apoferritin bind 0%, RXFP1 antagonist -11 and D1 PAM -2.
`CCOc1cc2c(cc1OCC)-n1cccc1C(c1cccc(F)c1F)NC2` (stereo unspecified) gave TRHR PAM 1, RXFP1 ag 8.7%, D1 antagonist -3, D1 agonist 2, TRHR ag -0.7, Apoferritin bind 0%, RXFP1 antagonist -3, D1 PAM -2 and D2 PAM -6.
`CCc1ccc(-n2c(O)c(/C=N/N3CCCCC3c3cccnc3)c(=O)[nH]c2=O)cc1` (stereo unspecified) gave TRHR PAM 16, RXFP1 ag -2.3%, D1 antagonist 1, D1 agonist 1, TRHR ag 0.3, Apoferritin bind 93%[activator], RXFP1 antagonist -4, D1 PAM -5 and D2 PAM 10.
Screening Cc1nc2ccccc2c(=O)n1-c1ccc(Cl)cc1[N+](=O)[O-] returned TRHR PAM 0, RXFP1 ag -3.7%, D1 agonist -3, TRHR ag 0.0, Apoferritin bind -7%, RXFP1 antagonist -2, D1 PAM 2 and D2 PAM 3.
For COc1ccc(CCNCC2CCCO2)cc1 (stereo unspecified) the results were TRHR PAM 3, RXFP1 ag -2.2%, D1 antagonist 28, D1 agonist -1, TRHR ag 0.2, Apoferritin bind -3%, RXFP1 antagonist 2, D1 PAM -5 and D2 PAM 13.
COc1ccc(C2=NCC(=S)Nc3ccc(Cl)cc32)cc1Cl was read as TRHR PAM -6, RXFP1 ag -1.1%, D1 antagonist 31, D1 agonist 3, TRHR ag -0.6, Apoferritin bind 6%, RXFP1 antagonist -27, D1 PAM -4 and D2 PAM 9.
Screening CCOc1cc2c(cc1OCC)-n1cccc1C(c1c(O)cccc1OC)NC2 (stereo unspecified) returned TRHR PAM -4, RXFP1 ag 0.0%, D1 antagonist -9, D1 agonist -1, TRHR ag -0.7, Apoferritin bind 1%, RXFP1 antagonist -9, D1 PAM -10 and D2 PAM -10.
Screening O=c1cccc2n1CC1CC2CN(C(c2ccccc2)c2sc3ncnn3c2O)C1 (stereo unspecified) returned TRHR PAM -7, RXFP1 ag 0.3%, D1 antagonist 6, D1 agonist 1, TRHR ag -0.1, Apoferritin bind 8%, RXFP1 antagonist 0, D1 PAM 5 and D2 PAM 4.
For O=[N+]([O-])c1cccc(CN2CC=C(c3ccc(F)cc3)CC2)c1 the results were TRHR PAM -4, RXFP1 ag 0.3%, D1 antagonist 0, D1 agonist 1, TRHR ag -0.4, Apoferritin bind -14%, RXFP1 antagonist -4, D1 PAM -2 and D2 PAM -21.
For CCN(C(C)=O)c1cccc(-c2ccnc3c(C#N)cnn23)c1 the results were TRHR PAM 4, RXFP1 ag 16%, D1 antagonist -16, D1 agonist 1, TRHR ag -0.2, Apoferritin bind 147%[activator], RXFP1 antagonist -10, D1 PAM -2 and D2 PAM 1.
For CN1CCN(C(=O)COc2ccc(Oc3ccccc3)cc2)CC1 the results were TRHR PAM -1, RXFP1 ag -1.8%, D1 antagonist -22, D1 agonist 7, TRHR ag 0.1, Apoferritin bind -9%, RXFP1 antagonist -6, D1 PAM -6 and D2 PAM 5.
Screening O=C(CF)NC(Nc1cccc2cccnc12)C(Cl)(Cl)Cl (stereo unspecified) returned TRHR PAM 8, RXFP1 ag -0.6%, D1 antagonist 7, D1 agonist 0, TRHR ag 0.4, Apoferritin bind inconclusive, RXFP1 antagonist 4, D1 PAM -5 and D2 PAM 3.
For O=C1NC(=O)N(CCC2=CCCCC2)C(=O)/C1=C/c1ccc(O)cc1 the results were TRHR PAM -1, RXFP1 ag -0.4%, D1 antagonist -6, D1 agonist 5, TRHR ag 2.2, Apoferritin bind -11%, RXFP1 antagonist 1, D1 PAM -6 and D2 PAM -4.
Screening FC(F)(F)c1ccc2c(c1)nnn2C1CCN(Cc2nnnn2Cc2ccccc2)CC1 returned TRHR PAM 0, RXFP1 ag 2.1%, D1 antagonist -42*, D1 agonist 3, TRHR ag 1.3, Apoferritin bind 0%, RXFP1 antagonist -14, D1 PAM -6 and D2 PAM 11.
Screening Cc1ccc(N2C(=O)NC(=O)C3(Cc4ccccc4N4CCCC43)C2=O)cc1 (stereo unspecified) returned TRHR PAM -5, RXFP1 ag 0.6%, D1 antagonist 1, D1 agonist 2, TRHR ag 0.5, Apoferritin bind -10%, RXFP1 antagonist 8, D1 PAM -3 and D2 PAM 6.
`Cc1cc(C)cc(N2C(=O)NC(=O)/C(=C\c3cccn3-c3ccccc3)C2=O)c1` gave TRHR PAM 3, RXFP1 ag 1.3%, D1 antagonist 6, D1 agonist 1, TRHR ag -0.2, Apoferritin bind inconclusive, RXFP1 antagonist -15, D1 PAM -4 and D2 PAM 19.
For COc1cc2c(cc1OC)C(C(=O)N1CCC3(CC1)OCCO3)C(c1ccccc1F)N(C)C2=O (stereo unspecified) the results were TRHR PAM 7, RXFP1 ag 0.4%, D1 antagonist 6, D1 agonist 0, TRHR ag -0.5, Apoferritin bind -4%, RXFP1 antagonist -10, D1 PAM -4 and D2 PAM -3.
